# sPLA2-III inh = human group III sPLA2 inhibitors, primary screen, biochemical, QFRET, BODIPY PC-A2 liposome substrate; QFRET BODIPY PC-A2 liposome hydrolysis, fluorescence; Group 3 secretory phospholipase A2 (Homo sapiens), Q9NZ20; inhibition, % at 12.2 µM; 370,000 compounds, 0.56% hits;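 active = inhibition above mean plus 3 SD of compounds lying within the high and low control bounds, cut at about 19% in these data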;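 note: 0% = median of test compound wells and 100% = no enzyme DMSO wells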
# Target sequence (Q9NZ20 whole entry, looked up): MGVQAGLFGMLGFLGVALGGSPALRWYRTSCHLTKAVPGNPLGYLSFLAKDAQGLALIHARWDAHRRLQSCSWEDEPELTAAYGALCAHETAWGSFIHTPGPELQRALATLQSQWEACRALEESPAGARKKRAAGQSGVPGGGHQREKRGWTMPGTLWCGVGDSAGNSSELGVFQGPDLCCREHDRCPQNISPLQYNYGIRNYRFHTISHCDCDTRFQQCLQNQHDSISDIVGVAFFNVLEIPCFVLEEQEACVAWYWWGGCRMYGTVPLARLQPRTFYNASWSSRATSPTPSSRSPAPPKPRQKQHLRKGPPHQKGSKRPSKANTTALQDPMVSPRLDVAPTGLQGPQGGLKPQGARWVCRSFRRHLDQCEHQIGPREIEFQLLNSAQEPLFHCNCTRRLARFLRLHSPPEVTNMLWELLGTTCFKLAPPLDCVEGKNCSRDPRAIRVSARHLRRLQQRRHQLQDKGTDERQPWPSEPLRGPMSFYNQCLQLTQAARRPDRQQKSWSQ
# ADAM10 inh = human ADAM10 inhibitors, primary screen, biochemical, QFRET, HTS. recombinant ADAM10, EDANS/DABCYL FRET peptide cleavage, 3 h. inhibition, % at 7 µM. 370,000 compounds, 0.62% hits;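 active = inhibition above a per-campaign cutoff equal to the mean of compounds falling between control-based bounds plus 3 SD, cut at about 20% in these data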;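 note: 0% = DMSO wells while the 100% control is not disclosed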
# Target sequence (O14672 214-748 limits assumed): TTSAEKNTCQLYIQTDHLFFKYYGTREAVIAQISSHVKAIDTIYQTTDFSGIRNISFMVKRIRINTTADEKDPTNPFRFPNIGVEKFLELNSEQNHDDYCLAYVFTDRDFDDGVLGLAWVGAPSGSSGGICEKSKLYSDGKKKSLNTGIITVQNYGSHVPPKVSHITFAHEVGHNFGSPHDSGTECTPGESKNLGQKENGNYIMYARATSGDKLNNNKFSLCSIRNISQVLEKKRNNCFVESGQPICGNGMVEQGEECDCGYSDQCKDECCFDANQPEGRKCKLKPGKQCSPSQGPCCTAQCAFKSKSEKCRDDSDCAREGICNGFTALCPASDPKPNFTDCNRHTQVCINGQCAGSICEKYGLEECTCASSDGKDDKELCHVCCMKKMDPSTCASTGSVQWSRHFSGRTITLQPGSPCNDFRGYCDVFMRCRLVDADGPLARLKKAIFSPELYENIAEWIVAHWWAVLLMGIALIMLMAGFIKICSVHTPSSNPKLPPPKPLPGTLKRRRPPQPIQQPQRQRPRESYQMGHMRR
# SMARCA2 act = SMARCA2 (BRM) function activators, primary screen, cell-based, luminescence, high throughput; activation, % at 9.1 µM; AID 652017, 2013; 370,000 compounds, 1% hits; MG213 cells, MMTV-luciferase reporter, dexamethasone, overnight; in the data active = activation above about 7.8%;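 note: 0% = vehicle wells and 100% = reference activator wells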
# hgDAF12 agonist = H. glycines DAF-12 receptor agonists, primary screen, cell-based, luminescence, HEK293, GAL4 fusion, UAS-luciferase | 370,000 compounds, 1.8% hits | Nuclear hormone receptor DAF-12 (Heterodera glycines), GAL4 fusion | activation, % at 6.8 µM | HEK293 GAL4-hgDAF12 UAS-luciferase reporter, agonist luminescence; normalized to butyrate control;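 active = activation above a cutoff set at the mean of all screened compounds plus 3 SD, cut at about 10% in these data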;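 note: 0% = DMSO wells and 100% = sodium butyrate wells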
# hcDAF12 agonist = H. contortus DAF-12 nuclear receptor activators, primary screen, cell-based, luminescence, HEK293, lit1-tk-luc reporter. HEK293 hcDAF-12 lit1-tk-luc reporter; 0% DMSO, 100% Δ7-dafachronic acid. activation, % at 6.8 µM. 370,000 compounds, 1.4% hits. AID 652067, 2013;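 active = activation above the mean of all tested compounds plus 3 SD, cut at about 5.5% in these data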;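 note: 100% = response to 3 µM Δ7-dafachronic acid high control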
# ssDAF-12 act = S. stercoralis DAF-12 nuclear receptor activators, primary screen, cell-based, luminescence, HEK293, GRIP1 co-expression, lit1-tk-luc | 370,000 compounds, 1% hits | activation, % at 6.8 µM | Nuclear hormone receptor DAF-12 (Strongyloides stercoralis) | AID 652126, 2013 | HEK293 ssDAF-12/GRIP1 lit1-tk-luc reporter; % of 3 µM dafachronic acid response;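 active = activation above the mean over all tested compounds plus 3 SD, cut at about 0.9% in these data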;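 note: 0% = DMSO-only wells and 100% = 3 µM delta7-dafachronic acid wells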
# DAX1 inh-1 = DAX1 (NR0B1) inhibitors on StAR promoter, primary screen, cell-based, luminescence, SF-1 (NR5A1), full-length DAX-1. HEK293T StAR-luciferase reporter, SF-1/DAX-1 repression relief. inhibition, % at 6.8 µM. 370,000 compounds, 1.1% hits. AID 652010, 2013;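 active = inhibition above the mean over all tested compounds plus 3 SD, cut at about 3.6% in these data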;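 note: 0% = DAX-1 cells with DMSO and 100% = cells lacking DAX-1 with DMSO; higher inhibition means more luminescence from relief of DAX-1 repression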
# DAX1 inh-2 = DAX1 (NR0B1) inhibitors, primary screen, cell-based, HEK293, Gal4-DAX1, luciferase luminescence; inhibition, % at 6.75 µM; 340,000 compounds, 0.99% hits; AID 504766, 2011; HEK293 Gal4-DAX1 luciferase reporter;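 active = inhibition above the mean over all tested compounds plus 3 SD, cut at about 4.2% in these data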;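 note: 0% = DAX1-transfected cells with DMSO and 100% = empty-vector control cells with DMSO; inhibition shows as a rise in luminescence from relieved DAX1 repression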
# NPR2 activator = human GC-B receptor activators, primary screen, HEK293 GC-B cells, cGMP TR-FRET, EC30 CNP; AID 1920062, 2024; activation, % at 10 µM; Atrial natriuretic peptide receptor 2 (Homo sapiens), P20594; 370,000 compounds, 0.11% hits; 0% at EC30 CNP, 100% saturating CNP;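 active = activation at 10 µM reaching about 35% in either raw or pattern-adjusted values, limit read from the data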
# GC-A act = GC-A stimulated cGMP production enhancers – HEK293 GC-A cells, cGMP TR-FRET, EC30 ANP, primary screen. Atrial natriuretic peptide receptor 1 (Homo sapiens), P16066. 0% at EC30 ANP, 100% saturating ANP. activation, % at 10 µM. 370,000 compounds, 0.14% hits; in the data active = activation above about 40%
# FXN GAA850 act = FXN promoter activators, primary screen, cell-based, luciferase luminescence, HEK293 lucGAA850; HEK293 lucGAA850 FXN promoter luciferase reporter, 24 h; percent of 10 µM SAHA response; activation, % at 6 µM; 360,000 compounds, 0.56% hits; AID 540364, 2011;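 active = activation above the average of all compounds screened plus 3 SD, cutoff fixed separately per campaign, cut at about 7.5% in these data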;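 note: 0% = DMSO wells and 100% = 10 µM SAHA wells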
# The depositor's hits bear a star; i = inactive; · = not tested or not shown.
SMILES,sPLA2-III inh,ADAM10 inh,SMARCA2 act,hgDAF12 agonist,hcDAF12 agonist,ssDAF-12 act,DAX1 inh-1,DAX1 inh-2,NPR2 activator,GC-A act,FXN GAA850 act
CN(C)CC/C=C1\c2cc(F)ccc2CSc2ccccc21,9,-9,0,-2.8,0.6,-0.9,0.2,0.9,-15,-30,1.2
Cc1ccc(NC(=O)CCC(=O)O)cc1F,0,-8,0,2.5,1.3,-1.2,-0.3,-0.4,-6,2,1.3
Cc1nc2ccc(NS(=O)(=O)c3c(F)cccc3F)cc2s1,1,-19,-4,0.1,1.3,-0.8,-2.0,-1.5,0,3,1.7
O=C(Cc1ccccc1)Nc1cccc(-c2nc3ncccc3o2)c1,-4,-18,-2,-2.9,-1.8,-1.6,-0.7,-0.3,7,1,0.7
N#Cc1cccc(C(c2nnnn2Cc2ccccc2)N2CCCC2)c1 (configuration not stated),3,-5,0,-1.6,1.3,-2.0,-0.1,-0.4,0,-3,-1.1
O=C(CSc1ccc(-c2ccccc2)nn1)N1CCCc2ccccc21,0,-4,-4,2.2,-1.3,-1.6,1.0,-2.2,-3,-1,0.0
COc1cccc(N2CCN(S(=O)(=O)c3ccc4ccccc4c3)CC2)c1,-3,13,-2,-3.3,-2.3,-0.8,0.1,1.0,0,-12,0.3
CCCCN(C)CCCNC(=O)Cn1cc2c(n1)-c1c(oc(C(=O)N3CCCC3)c1C)CC2,-5,-37,0,0.9,-1.8,-1.4,0.2,0.6,2,-1,-1.9
COc1ccc(OC)c(N(CC(=O)N2CCCC2)S(=O)(=O)c2ccc(OC)c(OC)c2)c1,-2,4,-1,-2.7,-1.5,-0.7,0.3,0.0,-8,-15,0.3
COc1ccc(OC)c(C2NC(=O)c3sc(=S)n(-c4ccccc4)c3N2)c1 (configuration not stated),-43,-1,-2,1.1,1.3,-0.9,-0.7,0.7,-11,-19,2.3
Cc1cccc(NC2=C(NCCO)C(=O)c3ccccc3C2=O)c1,1,-46,-1,2.1,2.6,0.2,-0.2,-1.9,1,-3,2.2
O=C(CSc1nc(Nc2ccccc2)nc(N2CCOCC2)n1)Nc1cc(Cl)ccc1O,-38,19,-5,-3.0,-1.3,-0.7,-2.6,-0.6,-13,-15,-0.5
COc1cccc(N2CC(C)Cn3c2nc2c3c(=O)[nH]c(=O)n2C)c1 (configuration not stated),5,-5,0,-1.4,-2.2,-1.7,0.0,-0.5,-4,-1,-0.3
CCOc1ccc(NC(=S)NC(=O)/C=C/c2ccc(OC)c(OC)c2)c([N+](=O)[O-])c1,7,-15,-1,1.9,-1.5,-1.1,-0.4,-1.6,-3,0,0.9
COc1cccc(OC)c1CN(C)C(=O)c1cnccc1C(F)(F)F,9,14,-4,-4.3,-1.2,-1.2,0.1,·,-2,-3,0.0
S=C(N/N=C/c1ccccc1Cl)Nc1cccc(Cl)c1Cl,-10,-3,4,1.3,-1.5,-0.9,0.3,2.7,-13,-13,-2.5
C=CCNC(=O)c1ccc2c(c1)nnn2C,8,1,0,2.0,-0.8,-1.0,-0.4,0.0,11,4,3.4
Cc1cc(N/C(=N/S(=O)(=O)c2cc(F)ccc2F)c2ccccc2)n(-c2ccccc2)n1,4,-6,-2,-0.6,-2.7,-1.5,0.5,-0.1,-14,-2,1.1
COc1ccccc1N1CSC2=C(C#N)C(c3ccc(SC)cc3)CC(=O)N2C1 (configuration not stated),6,-11,-2,-0.9,0.3,-0.3,-0.3,-0.1,-1,-1,-0.8
CCN(C(=O)c1cc(S(=O)(=O)N2CCCCC2)c[nH]1)c1ccc(OC)cc1,-3,-4,-2,0.9,0.8,-1.9,0.3,0.3,-1,-7,-2.6
Cc1ccc(S(=O)(=O)Nc2cc(C(=O)NCCN3CCCC3)ccc2N2CCCCC2)cc1,0,-21,2,-0.6,-0.3,-1.0,1.0,1.9,4,1,1.6
CCOC(=O)N1CCN(CC(O)COC(CC)c2ccccc2)CC1 (configuration not stated),-1,4,1,1.0,-1.9,-1.0,-0.6,1.0,1,2,0.2
CCOCCCN(C)C1CCN(C(=O)c2oc3ccccc3c2NC(=O)COc2ccc(F)cc2)CC1,-13,-3,3,-1.7,-1.2,-1.3,-2.6,-0.1,0,-3,-0.8
Cc1ccc(C2(c3ccccc3)NC(=O)N(CC(=O)NC3(C#N)CCCC3)C2=O)cc1C (configuration not stated),-16,-6,-2,4.3,-2.5,-1.0,0.1,-0.2,1,-4,-2.6
CCN(c1ccccc1)S(=O)(=O)c1ccc(C(=O)NCc2ccco2)cc1,-9,-3,-4,2.7,-2.0,-1.4,-0.5,0.4,0,-2,0.9

# Fetched by compound from above:
SMILES,sPLA2-III inh,ADAM10 inh,SMARCA2 act,hgDAF12 agonist,hcDAF12 agonist,ssDAF-12 act,DAX1 inh-1,DAX1 inh-2,NPR2 activator,GC-A act,FXN GAA850 act
CN(C)CC/C=C1\c2cc(F)ccc2CSc2ccccc21,9,-9,0,-2.8,0.6,-0.9,0.2,0.9,-15,-30,1.2
CCOC(=O)N1CCN(CC(O)COC(CC)c2ccccc2)CC1 (configuration not stated),-1,4,1,1.0,-1.9,-1.0,-0.6,1.0,1,2,0.2

# Following part.
SMILES,sPLA2-III inh,ADAM10 inh,SMARCA2 act,hgDAF12 agonist,hcDAF12 agonist,ssDAF-12 act,DAX1 inh-1,DAX1 inh-2,NPR2 activator,GC-A act,FXN GAA850 act
COc1ccccc1CN1CCNC(=O)C1CC(=O)NCCc1cnccn1 (configuration not stated),1,-3,2,2.2,0.6,-0.9,-0.3,-0.1,2,0,1.7
CCOc1ccccc1N1CCN(C(=O)c2c(C)noc2C)CC1,5,-6,-2,-1.1,-1.7,-0.5,0.8,0.6,2,4,-1.8
CCCc1cc(C(=O)Nc2cc(Br)ccc2O)no1,-29,-1,2,15*,2.6,-1.5,-1.3,-0.5,-4,4,4.9
CC1Cc2cc(/C(O)=C3/C(=O)C(=O)N(Cc4ccncc4)C3c3ccc(N(C)C)cc3)ccc2O1 (configuration not stated),1,3,-2,1.7,-0.7,-0.9,0.5,0.2,2,0,-1.4
COc1cc(OC)c(-c2nc3ccccc3s2)cc1OC,-9,i,-2,-0.5,3.0,-0.3,-1.2,0.2,-10,4,3.2
c1ccc(-c2cc3nc(NCc4cccs4)nc(NCc4ccc5occc5c4)c3s2)cc1,-2,-20,-3,0.2,0.3,-1.0,0.8,·,-6,6,2.2
CCc1ccc(C(=O)NCC2(c3ccccc3)CCOCC2)o1,1,-8,5,13*,2.6,-0.6,4.6*,1.1,4,2,7.8*
O=C1c2cccc3c(N4CCCCC4)ccc(c23)C(=O)N1c1ccccn1,-7,-3,-3,1.0,-1.6,-1.2,-0.4,0.1,0,6,0.3
Cn1c(=O)c2cn(-c3ccccc3)cc2n(C)c1=O,4,-13,0,2.7,-0.5,-0.6,1.0,-1.2,1,2,0.9
CCOC(=O)c1c(-c2ccc(C)o2)csc1NC(=O)CN(C)CC(=O)Nc1ccc(C)cc1,0,-13,-2,0.8,2.9,-0.2,0.0,-0.8,27,7,2.1
Cc1nc2c(C(=O)NCCc3ccccc3Cl)c[nH]n2c(=O)c1Cl,-82,-15,-2,3.4,-0.7,-0.8,0.4,1.5,5,2,2.2
COc1ccc(NC(=O)C2CCCN2C(=O)Nc2cccc(F)c2)cc1 (configuration not stated),1,1,2,-1.4,-2.1,-1.9,-0.8,-2.1,3,-1,2.8
CN1C(=O)SC(Nc2cccc3ccccc23)C1=O (configuration not stated),-6,-72,2,-1.7,4.6,0.0,0.3,0.8,6,-2,-0.8
COC(=O)Sc1nc(N2CCOCC2)c2c(c1C#N)CC(C)(C)OC2,4,-2,-2,-1.8,-1.2,-1.4,-0.1,0.4,12,8,-2.6
COc1ccc(-c2nc3n(c(=O)c2C#N)CCS3)cc1,14,-89,-3,3.7,1.3,-1.0,-0.2,0.3,0,0,-0.9
COC(=O)C(Cc1ccccc1)NC(=O)c1ccc(NS(=O)(=O)c2ccc3[nH]c(=O)[nH]c3c2)cc1 (configuration not stated),-9,-1,1,-1.1,-0.7,-1.3,1.1,0.1,0,-5,-0.5
O=C(NCC1CCCO1)C1CCC(=O)N1Cc1ccccc1Cl (configuration not stated),-2,1,1,0.4,0.0,-0.9,-0.2,-0.4,-1,1,2.4
COCCn1c(Cc2cccn2C)nnc1SCC(=O)NCc1ccc2c(c1)OCO2,-3,-1,3,3.2,-0.9,-1.4,-0.2,1.1,0,0,2.4
CC(=O)c1ccc(NC(=O)CSc2ccc(-c3ccc(-n4cccn4)cc3)nn2)cc1,1,-1,0,4.0,-1.3,-0.5,3.2,0.2,-10,3,1.1
Cn1cnnc1SCC(=O)Nc1ccc2ccccc2c1,4,-7,1,3.9,-1.3,-1.1,2.0,0.5,-3,-3,-0.5
CCc1ccc2c(CN(C)Cc3ccccc3OC)cc(=O)oc2c1,2,-4,-1,-0.4,-0.7,-0.5,0.4,1.5,-3,-1,2.4
O=C(NCc1ccccc1Br)c1cccs1,9,-16,-5,-2.2,0.1,-0.8,2.0,·,-1,2,0.1
CCOC(=O)c1c(NC(=O)C2=C(C)NC(=S)NC2c2ccc(C)cc2)sc(C)c1C (configuration not stated),4,-65,-1,-0.8,-2.2,-1.1,-0.3,-1.3,8,8,4.9
Cc1cccc(CNc2ncnc3[nH]ncc23)c1,-2,-16,-2,-2.3,-0.8,-1.5,-1.0,0.0,-1,2,3.0
CC1(C(=O)NS(=O)(=O)Cc2cccc(Cl)c2)CCN1C(=O)CCc1cccs1 (configuration not stated),6,-17,-2,1.5,0.4,-1.2,0.8,·,-4,1,-0.6
CN(C)S(=O)(=O)c1ccc(Cl)c(NC(=O)COC(=O)/C=C/c2cnc3ccccc3n2)c1,17,-10,-3,2.0,2.0,-0.9,0.6,1.5,1,-1,1.8
CCO/C=C1/C(=O)N(CC)c2ccccc21,-3,1,1,-0.5,0.7,-1.1,-0.7,0.1,-4,-5,1.6
Cc1ccc(S(=O)(=O)N2CCC[C@H]2C(=O)OCc2nc3ccccc3s2)cc1,-10,-5,3,8.3,1.9,-0.6,1.3,0.4,-2,2,1.5
CC(=O)NCC(=O)OCC(=O)c1ccc(C)c(C)c1,-6,-9,5,-0.1,-0.8,-1.4,-0.5,-0.1,-2,4,0.9

# This is a random part of the collection. About 6.6% of those tested had a hit in this group.
